High-throughput results from PubChem BioAssay.
POLB inh: inhibitors of human DNA polymerase beta; P06746; Pol beta primer extension/strand displacement, fluorescence kinetic; Potency, µM (titrated, usually from 114 µM), for the others: at the top dose activity change, negative = inhibition, usual class: inhibitors; hit rate 1.3% among 340,000; note: potency is the fitted concentration of half-maximal effect; % is set by controls: 0 for no effect and ±100 for the full control effect
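Pol beta (10 nM) and compounds were preincubated 15 min at room temperature, then 50 nM substrate (final) started primer extension/strand displacement. Reads were taken at 0 and 10 min; concentration-response data were fitted to a four-parameter Hill equation.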
Apoferritin bind: binds horse apoferritin like a general anesthetic. P02791. apoferritin/1-aminoanthracene competitive binding, fluorescence. Potency, µM (doses to about 77.5 µM), inactives show at the highest dose activity change, negative = displacement, usual class: inhibitors. hit rate 0.074% among 350,000. AID 485281; note: potency is the fitted concentration of half-maximal effect; % is set by controls: 0 for no effect and ±100 for the full control effect; nearly all actives have a fitted effect of over 20% in size
Target sequence (P02791 2-175 limits assumed): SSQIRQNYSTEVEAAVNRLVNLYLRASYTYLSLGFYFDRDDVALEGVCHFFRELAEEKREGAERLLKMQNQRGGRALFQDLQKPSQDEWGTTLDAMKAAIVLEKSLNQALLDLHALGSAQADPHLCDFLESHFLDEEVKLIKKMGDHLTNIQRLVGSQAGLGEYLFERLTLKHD
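Read-out: endpoint 1-AMA fluorescence, excitation 380 nm and emission 535 nm, after compounds sit 10 min at room temperature with 10 uM horse-spleen apoferritin in 50% saturated 1-AMA/PBS. Values come from four-parameter Hill fits.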
ERG Ets-DNA blk: ERG Ets/DNA interaction inhibition. Potency, µM (series often up to 76.9 µM), for inactives: at the highest dose FP activity, negative = inhibition, hits mostly inhibitors. hit rate 0.028% among 370,000. fluorescence polarization, His-ERG Ets domain / labelled DNA. AID 624246. P11308; active = well fitted inhibition curve with a large enough effect in the polarisation, with a control signal flat; inconclusive = small, poorly fitted or top-dose-only effect, or effect the other way, or a change in a side signal; inactive = no such curve, though single readings can be large or run the other way; the % refers to the polarisation;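 note: polarization taken with two DNA probes labelled with fluorescein and Texas red; potency is the fitted concentration of half-maximal effect; % of control where 0% means no effect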
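His-tagged ERG Ets domain (1 uM in the protein solution; 300mM KCl, 50mM Tris-HCl, 1mM EDTA, 1mM DTT, pH 7.5) received compound, then a probe mix of 5 nM fluorescein-DNA and 100nM Texas-615-DNA. Fluorescence polarization was read for both dyes.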
ALOX12 inh: ALOX12 (human) lipoxygenase inhibition | P18054 | purified 12hLO, xylenol orange hydroperoxide absorbance | Potency, µM (top dose mostly 108 µM), for inactives: at the highest dose activity change, negative = inhibition, most hits filed as inhibitors | hit rate 1.1% among 580,000 | AID 1671190; note: potency is the fitted concentration of half-maximal effect; % is set by controls: 0 for no effect and ±100 for the full control effect
Target sequence (P18054 whole entry, looked up): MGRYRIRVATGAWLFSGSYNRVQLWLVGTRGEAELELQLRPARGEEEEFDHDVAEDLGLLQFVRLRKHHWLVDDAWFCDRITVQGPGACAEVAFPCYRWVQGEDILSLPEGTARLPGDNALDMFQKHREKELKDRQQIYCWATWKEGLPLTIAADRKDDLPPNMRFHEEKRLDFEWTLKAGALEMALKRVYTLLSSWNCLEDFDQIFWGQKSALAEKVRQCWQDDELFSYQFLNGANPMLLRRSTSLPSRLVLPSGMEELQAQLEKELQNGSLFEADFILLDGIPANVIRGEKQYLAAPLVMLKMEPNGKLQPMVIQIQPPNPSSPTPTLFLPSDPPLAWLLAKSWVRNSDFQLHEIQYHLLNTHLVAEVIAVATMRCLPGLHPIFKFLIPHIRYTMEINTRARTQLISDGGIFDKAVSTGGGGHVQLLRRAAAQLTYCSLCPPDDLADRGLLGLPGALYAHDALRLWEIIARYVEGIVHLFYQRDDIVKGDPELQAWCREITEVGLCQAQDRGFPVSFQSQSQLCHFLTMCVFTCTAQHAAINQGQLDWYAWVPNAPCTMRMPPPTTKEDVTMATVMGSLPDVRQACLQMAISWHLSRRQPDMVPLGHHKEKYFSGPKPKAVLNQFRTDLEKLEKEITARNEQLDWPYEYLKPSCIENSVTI
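Hydroperoxide product was detected by ferrous iron/xylenol orange as the 573 to 405 nm absorbance ratio. Arachidonic acid at 40 uM (final) was turned over for 30 min at room temperature by 150 nM human 12hLO, pH 7.0 Hepes buffer, after 15 min compound preincubation.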
APE1 inh: blocks human APE1 abasic DNA cleavage | P27695 | recombinant APE1, TAMRA/BHQ-2 abasic DNA cleavage fluorescence | Potency, µM (series often up to 65.8 µM), for inactives: at the highest dose activity change, negative = inhibition, most hits filed as inhibitors | hit rate 0.35% among 350,000;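 note: potency is the fitted concentration of half-maximal effect; plate controls were vehicle for no effect and reference inhibitor for full effect; nearly all actives have a fitted effect of over 55% in size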
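Step 1: APE1 (0.75 nM) with compound, 15 min RT. Step 2: add 50 nM fluorophore/quencher THF duplex. Step 3: three fluorescence reads 60 s apart (525/598 nm); read 3 minus read 1 = reaction progress.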
TRHR ag: TRH receptor (human) agonism. TRHR cells, calcium flux fluo-8, FDSS agonist mode. activation, % at 2 µM. hit rate 0.18% among 360,000; in the data active = activation above about 30%; note: 0% is about no effect
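TRHR-expressing cells loaded with fluo-8 calcium dye; 23 nL library compound pin-transferred, kinetic FDSS fluorescence (Ex 480/Em 530) recorded about 180 s for agonist-induced calcium release, before a 10 nM TRH EC20 addition for potentiator mode.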
BLM helicase inh: blocks DNA unwinding by human BLM helicase. P54132. recombinant BLM DNA unwinding, fluorescence dequenching. Potency, µM (series often up to 56.1 µM), for the others: at the highest dose activity change, negative = inhibition, usual class: inhibitors. hit rate 0.2% among 350,000. AID 2528;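 note: potency is the fitted concentration of half-maximal effect; plate controls were vehicle for no effect and no enzyme for full effect; nearly all actives have a fitted effect of over 35% in size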
POLK inh: DNA polymerase kappa (human) inhibition | Q9UBT6 | purified Pol kappa, fluorescent DNA synthesis assay, 10 min | Potency, µM (highest dose often 107 µM), inactives show top-dose activity, negative = inhibition, usual class: inhibitors | hit rate 0.53% among 400,000; note: potency is the fitted concentration of half-maximal effect; % is set by controls: 0 for no effect and ±100 for the full control effect
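First, compounds were pin-transferred onto 10 nM Pol kappa. After 15 min at room temperature, substrate was added to 50 nM final. Fluorescence was then measured kinetically at 0 and 10 min.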
POLI inh: blocks human DNA polymerase iota activity | Q9UNA4 | Pol iota fluorescent replication assay, 10 min | Potency, µM (highest dose often 115 µM), for inactives: at the highest dose activity, negative = inhibition, actives largely listed as inhibitors | hit rate 1% among 390,000 | AID 588590; note: potency is the fitted concentration of half-maximal effect
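Fluorescent replication assay read twice, at 0 min and 10 min after adding 50 nM (final) substrate. Enzyme (10 nM) and compounds were first incubated 15 min at room temperature; enzyme-free buffer wells were negative controls.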
* marks the source's active call; other numbers are inactive results; u = inconclusive; x = no result given; & = joins results of further samples; [ ] = another dose, or the depositor's remark. Unless noted, calls come from the whole dose curve; as a rule, active = well fitted curve in the direction sought with a large enough effect; inconclusive = small, poorly fitted or top-dose-only effect, or another doubt; inactive = no such curve, though single readings can be large; an effect the other way counts as inactive or inconclusive. Some of the compounds tested, so the mix of outcomes need not match the whole.

POLB inh,Apoferritin bind,ERG Ets-DNA blk,ALOX12 inh,APE1 inh,TRHR ag,BLM helicase inh,POLK inh,POLI inh,structure
0%,1%,-1%,0%,28%,0.0,1%,-5%,-10%,O=C(O)c1ccc(NS(=O)(=O)c2cccc(C(=O)Nc3cccc(C(=O)O)c3)c2)cc1
x,x,0%,12%,-15%,-0.3,x,-17%,7%,NC(=O)COC(=O)c1ccccc1SCC(=O)NC1CCCCCCC1
0%,u,-3%,-8%,-6%,-0.7,1%,-3%,39%[activator],CCc1ccc(C(CNC(=O)c2ccc3c(=O)n(-c4ccccc4F)c(=S)[nH]c3c2)N(C)C)cc1 (configuration not stated)
1%,-7%,-1%,-11%,x,0.0,-11%,1%,24%,CCOCCCn1c(SCC(=O)Nc2ccccc2Cl)nc2c(oc3ccccc32)c1=O
2%,-17%,-5%,-1%,-5%,-1.3,-1%,3%,32%[activator],O=C1NC2(CCCCCC2)C(=O)N1Cc1cccc([N+](=O)[O-])c1
0%,0%,-3%,u,-3%,0.2,1%,-25%,u,O=C(Nc1ccc(F)cc1)NC1CCN(Cc2nnnn2Cc2ccco2)CC1
13µM*,-23%,-2%,7%,-8%,0.5,-13%,-16%,u,O=C(N/N=C/C(Br)=C\c1ccccc1)c1ccc2nc[nH]c2c1
x,x,-4%,-20%,36%[activator],-0.4,x,8%,7%,Cc1cccc(C)c1NC(=O)CN(C)C(=O)COc1cccc2c1OC(C)(C)C2
5%,-16%,-4%,-26%,-2%,0.7,-8%,-4%,-6%,CCCCNC(=O)c1onc(CSc2ccc(Cl)cc2)c1C(=O)O
-27%,-9%,-2%,-9%,1%,0.1,-3%,-2%,5%,O=C(CSCc1cccc(F)c1)N1CCN(c2ccccc2)CC1
31%[activator],-18%,8%,-10%,11%,0.5,-1%,-3%[60.1 µM],5%,CCOC(=O)c1[nH]c(C)c(C(=O)N2CCc3c([nH]c4ccccc34)C2c2ccccn2)c1C (configuration not stated)
12%,2%,0%,-4%,3%,0.6,-5%,-16%,10%[58.9 µM],COC(=O)c1c(C)nn(-c2ccc(OC(F)(F)F)cc2)c1-c1snnc1C
-15%,-1%,13%,0%,2%,0.1,4%,0%,4%,O=C(Nc1ccc(F)cc1)c1ccccc1CC[N+](=O)[O-]
1%,-7%,-6%,-3%,-1%,0.3,-1%,-3%,9%,O=C(OCC(=O)N1CCCC1)c1cc(Br)ccc1Cl
43%,5%,7%,-27%&-22%,x,2.0,-1%,-2%,-11%,Clc1ccc(-c2cc3ncc4c(n3n2)-c2ccccc2OC4)cc1
x,x,x,7%,-8%,0.2,x,-12%,40%[activator],O=C(CN1C(=O)NC2(CCCC2)C1=O)Nc1nc2ccccc2[nH]1
x,x,-1%,3%,19%,-2.1,x,-12%,-4%,CC1CN(S(=O)(=O)c2cccc(C(=O)OCCOc3ccccc3)c2)CC(C)O1 (configuration not stated)
-2%,9%,-8%,u,6%,-0.2,1%,-4%,138%[activator],COc1ccccc1CN1CCN(Cc2ccco2)CC1
x,x,7%,-3%,x,x,x,-6%,-18%,CCc1ccc(OCC(=O)NNC(=O)c2ccc(-n3cncn3)c([N+](=O)[O-])c2)cc1
x,x,-5%,-4%,26%,-1.4,x,7%,-21%,O=C(CN1C(=O)NC(c2ccccc2)(c2ccccc2)C1=O)NCc1ccccc1
-8%,-8%,-4%,-13%,12%,0.2,-3%,-2%,3%,CCOC(=O)CN(C(=O)CNC(=O)c1cccs1)C(C(=O)NC1CCCCC1)c1cccs1 (configuration not stated)
7%,-8%,-1%,0%,51%[activator],1.0,-11%,-2%,100%[activator],COc1ccc(/C=C/C(=O)NC(=S)Nc2ccc(S(N)(=O)=O)cc2)cc1OC
2%,-4%,-7%,-1%,3%,-1.4,-12%,6%,-1%,COc1ccc(-n2c(SC(C)C(=O)Nc3ncc(Cl)cc3Cl)nc3ccccc32)cc1 (configuration not stated)
-17%,-8%,x,7%,0%,0.3,-1%,-11%,14%,O=C(Cn1nnc(-c2ccccc2-n2cnnn2)n1)c1ccccc1
0%,-2%,1%,0%,-4%,0.2,0%,4%,-8%,COc1ccc(NC(=O)CC(C)n2ccnc2)cc1 (configuration not stated)

An excerpt from above in order of the ERG Ets-DNA blk value, rising.
POLB inh,Apoferritin bind,ERG Ets-DNA blk,ALOX12 inh,APE1 inh,TRHR ag,BLM helicase inh,POLK inh,POLI inh,structure
-27%,-9%,-2%,-9%,1%,0.1,-3%,-2%,5%,O=C(CSCc1cccc(F)c1)N1CCN(c2ccccc2)CC1
1%,-7%,-1%,-11%,x,0.0,-11%,1%,24%,CCOCCCn1c(SCC(=O)Nc2ccccc2Cl)nc2c(oc3ccccc32)c1=O
0%,-2%,1%,0%,-4%,0.2,0%,4%,-8%,COc1ccc(NC(=O)CC(C)n2ccnc2)cc1 (configuration not stated)

Other compounds follow.
POLB inh,Apoferritin bind,ERG Ets-DNA blk,ALOX12 inh,APE1 inh,TRHR ag,BLM helicase inh,POLK inh,POLI inh,structure
34%,-6%,2%,3%,-13%,-0.5,1%,-4%,-14%,Cc1c(OCC(=O)NCc2ccncc2)ccc2c3c(c(=O)oc12)CCCC3
-10%,-2%,7%,9%,-6%,-0.8,2%,-4%,-17%,Cc1ccc(C(=O)NNC(=O)c2ccc(C)cc2)cc1
0%,-3%,6%,0%,12%,-0.2,-2%,0%,-8%,O=C(O)c1ccc(N/N=C/c2c[nH]c3ccccc23)cc1
5%,0%,-3%,11%,3%,1.0,-2%,-13%,57%[activator],N=C1C(c2ccccc2)=C(O)CN1NC(=O)c1ccccc1
x,x,0%,-25%,44%,-0.3,x,0%,8%,O=C(Cn1c(=O)cnc2ccccc21)NCC(=O)Nc1ccc(F)c(F)c1
x,x,-4%,-2%,2%,-0.1,x,-10%,-6%,CCN(C(=O)COC(=O)C12CC3CC(CC(NC(C)=O)(C3)C1)C2)C1CCCCC1
13%,0%,x,x,-2%,-0.7,2%,x,x,Cc1ccc(S(=O)(=O)n2[nH]c(=O)cc2NC(=O)c2cccs2)cc1
x,x,5%,u,x,x,x,-13%,0%,Cc1ccc(-c2noc(CN(C(=O)CCCN3C(=O)c4ccccc4C3=O)C(C)C)n2)cc1
x,x,7%,167%[activator],-4%,-0.1,x,-2%,25%,O=C(CNC(=O)OCc1ccccc1)Nc1ccc(F)cc1
11µM*,u,17%,-10%,u,0.6,-26%,-21%,u,O=C(COc1ccccc1Cl)c1ccc[nH]1
-20%,-12%,0%,u,11%,-0.9,-3%,-11%,7%,O=C(NC1CCCCC1)c1ccccc1NC(=S)NC(=O)C1CCC1
x,x,-9%,-12%,13%,6.4,x,-3%,47%[activator],COc1ccc(N2CCN(C(=O)c3ccc(S(=O)(=O)N4CCCCCC4)cc3)CC2)cc1
30%,2%,-2%,-13%,-2%,0.7,-4%,-5%,-5%,C=CCNC(=S)N1CCN(c2ccccc2Cl)CC1
0%,-9%,4%,-2%,x,-0.1,1%,-5%[60.1 µM],17%,COc1cccc(CCNc2ncnc3c2nnn3C)c1
22%,-3%,1%,-20%,-13%,0.2,-10%,-10%,112%[activator],CC(C)(C)c1ccc(-c2nc(C#N)c(N3CCC(C(N)=O)CC3)o2)cc1
-1%,-11%,-1%,-14%,3%,0.2,-7%,1%,-27%,Cc1csc(NS(=O)(=O)c2cccc([N+](=O)[O-])c2)n1
-16%,-1%,8%,-15%,-5%,-0.7,-7%,-3%,-12%,CCOc1ccc(N2C(=O)CC(N(CCc3ccc(OC)cc3)C(=O)c3cccc(F)c3)C2=O)cc1 (configuration not stated)
22%,-20%,23%,0%,40%,-0.9,-3%,-6%,-1%,CCOc1ccc(S(=O)(=O)Nc2cccc(C(=O)N(C)Cc3cccc(OC)c3OC)c2)cc1
6%,4%,-11%,-2%,0%,-0.2,-7%,1%,14%,C[C@@H](CO)NC(=O)c1ccc2c3n(nc2c1)-c1ccc(Cl)cc1CO3
6%,3%,x,-12%,0%,2.9,1%,-4%,-3%,CCN1C(=O)C2(C(C(=O)c3ccc(C)o3)=C(O)C(=O)N2CCCN2CCOCC2)c2ccccc21 (configuration not stated)
-19%,-3%,-10%,0%,4%,-0.3,-12%,-1%,-1%,Cc1ccc(NS(=O)(=O)c2cc(C(=O)Nc3cccc([N+](=O)[O-])c3)ccc2C)cc1
14%,-2%,0%,-23%,x,0.4,1%,0%,7%,Cc1ccc(N2CCN(S(=O)(=O)c3nnc(NC(=O)c4cccc(F)c4)s3)CC2)cc1
22%,-14%,2%,u,24%,-0.3,-8%,4%,-4%,COc1ccc(CN2CCC(C(=O)c3ccc(F)cc3)CC2)cc1
31%,-1%,-8%,8%,x,1.3,-4%,-16%,12%,CC(C)Nc1cc(N2CCN(C3CCCCC3)CC2)c2noc3c2c1C(=O)c1ccccc1-3
-14%,-3%,-3%,21%[57.4 µM],1%,0.3,-1%,0%,14%,Cn1c(=O)c2cc(S(=O)(=O)NC(C(=O)NC3CCCCC3)c3ccccc3)ccc2n(C)c1=O (configuration not stated)
16%,u,-5%,0%,11%,-1.0,-7%,-13%,16%,Cc1ccc(C(=O)NNC(=O)c2cc(OCC(F)(F)F)ccc2OCC(F)(F)F)cc1
-22%,-9%,12%,0%,7%,-0.2,-4%,-2%,106%[activator],C/C(=N\Nc1nc(N)cc(Cl)n1)c1ccc(Cl)c(Cl)c1
21%,-10%,-20%,1%,2%,0.1,2%,-10%,31%[activator],CCCCn1c(N)c(NCCC(C)C)c(=O)[nH]c1=O
24%,5%&-2%&6%,-4%,11%,7%&-12%&-8%&2%,0.2,1%&-8%,-2%,6%,CC(C)CC(=O)N[C@H](C(=O)N[C@H](C(=O)N[C@@H](CC(C)C)[C@@H](O)CC(=O)N[C@@H](C)C(=O)N[C@@H](CC(C)C)[C@@H](O)CC(=O)O)C(C)C)C(C)C
